ERAP1 HTS inh: ERAP1 (human) enzyme inhibition; Q9NZ08; recombinant ERAP1, Leu-AMC fluorescence, 60 min; inhibition, % at 10.7 µM; 340,000 tested, 0.15% active; AID 652197;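 active means mean replicate inhibition of at least 30%, or all replicates individually reaching that 30% level; inactive means mean below 30% and not every replicate reaching it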;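 further: 0% = neutral control wells and 100% = L-leucinethiol positive control wells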
RAD52 anneal inh: inhibitors of human RAD52 DNA annealing; P43351; recombinant RAD52 DNA annealing, FRET fluorescence; inhibition, % at 18.7 µM; 360,000 tested, 0.46% active; AID 651710;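 active means every replicate showing at least 50% inhibition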
Target sequence (P43351 whole entry, looked up): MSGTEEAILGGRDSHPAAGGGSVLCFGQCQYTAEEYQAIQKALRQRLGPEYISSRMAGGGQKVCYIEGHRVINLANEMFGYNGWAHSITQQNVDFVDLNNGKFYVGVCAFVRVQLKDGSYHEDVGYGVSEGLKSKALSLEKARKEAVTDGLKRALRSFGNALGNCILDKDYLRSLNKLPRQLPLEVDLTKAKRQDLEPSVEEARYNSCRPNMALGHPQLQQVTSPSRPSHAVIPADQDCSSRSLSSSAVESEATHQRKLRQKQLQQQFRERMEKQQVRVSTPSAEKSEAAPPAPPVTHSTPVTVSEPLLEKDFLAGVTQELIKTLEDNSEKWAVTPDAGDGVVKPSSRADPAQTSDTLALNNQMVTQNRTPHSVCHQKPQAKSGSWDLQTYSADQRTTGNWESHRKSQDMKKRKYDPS
RAD54 inh: inhibitors of human RAD54 branch migration | Q92698 | 360,000 tested, 0.14% active | RAD54 Holliday junction branch migration, FAM/BHQ fluorescence | inhibition, % at 10.4 µM | AID 602329;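 active means mean normalized replicate activity at least 40 and at least half of replicates scoring 40 or more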;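 further: 0% = median of neutral control wells and 100% = median of positive control wells; inhibitors cause a drop in the FAM fluorescence signal; in these data hits start at about 50%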
ARNT TACC3 PPI: disruptors of human ARNT/TACC3 interaction; 390,000 tested, 0.66% active; AlphaScreen His-ARNT PAS-B/GST-TACC3 binding, luminescence; TACC3 fragment carries E629A point mutation; Q9Y6A5; inhibition, % at 9.99 µM;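 active means mean inhibition of replicates at least 50% and at least half of replicates each reaching 50%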;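 further: 0% = complete ARNT plus TACC3 wells and 100% = ARNT alone without TACC3; many hits fall short of the cut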
CFTR F508del cor: correctors of CFTR F508del function in bronchial epithelial cells | CFBE cells, YFP halide quenching; stimulated with forskolin plus potentiator P3; % fluorescence drop versus neutral controls | activity (quench increase), % at 7.58 µM | 350,000 tested, 0.36% active;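 active means mean added fluorescence quench of at least 8% versus neutral control, with both replicates also reaching 8%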;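 further: cells transiently co-express mutant CFTR-F508del with the halide-sensitive YFP; corrector assay measuring rescue of mutant channel to the surface after 24 h compound exposure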
esBAF inh: SWI/SNF esBAF complex inhibition; reporter increase, % at 12.5 µM; 350,000 tested, 2% active; mouse ES cells, Bmi1-luciferase knock-in reporter, 24 h; 100% = twice the neutral-well signal; in the data active means activation above about 40%;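 further: 0% = median of the plate's neutral control wells and 100% = double that signal; a rise in the Bmi1 reporter signal indicates esBAF inhibition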
XiGFP reactiv: X-chromosome reactivation activator | 360,000 tested, 0.055% active | XiGFP mouse fibroblasts, % GFP-positive cells imaging, 3 d; cells co-treated with 5-aza-dC sensitizer; scaled so ellipticine positive control = 100% | activation, % at 7.58 µM;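 active means mean normalized replicate activation at least 10% and every replicate at or above 10%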;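 further: 0% = median of on-plate neutral control wells and 100% = ellipticine 6 µM median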
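Material: XiGFP fibroblasts, SV40-immortalized; Buffer or medium: DMEM containing 5-aza-dC; Compound dosing: single point; Times: 3 days compound exposure.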
GSIS activator: primary screen for activators of insulin secretion dependent on glucose, INS-1E cells, GLuc reporter luminescence; INS-1E GLuc reporter insulin secretion, 2-3 h; activation, % at 16.6 µM; 370,000 tested, 0.61% active; AID 743287;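 active means lowest replicate activation of at least 40%, so every replicate reaches that level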;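 further: 0% = median of neutral control wells and 100% = median of IBMX positive control wells; some compounds called inactive have numbers as strong as hits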
Active calls of the source: *; i = inactive; nt = not tested or not shown; & = joins results of further samples.

SMILES | ERAP1 HTS inh | RAD52 anneal inh | RAD54 inh | ARNT TACC3 PPI | CFTR F508del cor | esBAF inh | XiGFP reactiv | GSIS activator
CN(C)c1ccnc(Oc2ccc(F)cc2)c1C#N | -1 | -7 | -8 | 4 | nt | 3 | nt | -4
Cc1ccc(C)c(N2N=C(C(=O)N(CC(C)C)c3c(N)n(Cc4ccccc4)c(=O)[nH]c3=O)CCC2=O)c1 | 2 | -3 | -2 | 1 | -1.0 | -2 | 0.2 | -4
O=C(c1cccc(F)c1)N1CC(=O)N2[C@@H](CO)[C@H](c3ccc(-c4cccnc4)cc3)[C@@H]2C1 | 0 | -9 | nt | nt | 0.0 | nt | 0.3 | 14
O=C(C[C@@H]1CC[C@@H]2[C@H](COC[C@H](O)CN2Cc2ccc3c(c2)OCO3)O1)Nc1ccc(-c2ccccc2)cc1 | 1 | 4 | -11 | 11 | 2.9 | -2 | 0.0 | -54
CCC(=O)N1C[C@H](C)[C@H](OC)CN(C)C(=O)c2ccc(NC(=O)Nc3cccc(F)c3)cc2OC[C@H]1C | -3 | -12 | -2 | 4 | 1.2 | -1 | 0.0 | -4
CC(C)NC(=O)N(C)C[C@@H]1Oc2c(NC(=O)Nc3ccc4c(c3)OCO4)cccc2C(=O)N([C@H](C)CO)C[C@@H]1C | nt | nt | 7 | 11 | -1.0 | 7 | -0.1 | 14
O=C(O)CCCN1C(=O)/C(=C\c2ccc(-c3nc4ccccc4s3)o2)SC1=S | nt | i | 0 | -1 | -2.7 | nt | -0.1 | -24
COCC1CCCN(C(=O)c2ccc3oc(C(C)C)nc3c2)C1 (stereo not given) | 0 | -19 | 4 | -1 | -4.4 | 22 | 0.2 | 1
Cc1cc2c(nc1C)CCCN2Cc1ccccc1C(F)(F)F | -4 | -22 | nt | nt | -3.0 | nt | 0.4 | nt
COCC(=O)N1CC2(C1)[C@H](c1ccc(-c3ccc(F)cc3)cc1)[C@@H](CO)N2C(C)=O | 0 | -18 | nt | nt | -1.7 | nt | 0.2 | -13
C#CCNC(=O)C[C@@H]1C[C@@]2(C(=O)OC)CCCCC=C2N(Cc2ccc3c(c2)OCO3)C1=O | -2 | -7 | nt | nt | -3.9 | nt | 0.4 | nt
CS(=O)(=O)c1ccc(Cl)c(NC(=O)C2CCCN(C(=O)c3ccc(Cl)cc3)C2)c1 (stereo not given) | -9 | -16 | -12 | 0 | 1.6 | -9 | 0.0 | -3
COc1ccc(NC(=O)N(C)C[C@@H]2Oc3ccc(N(C)C)cc3CC(=O)N([C@@H](C)CO)C[C@@H]2C)cc1 | -2 | 0 | -8 | -11 | -0.1 | 1 | 0.2 | 9
O=C(c1ccccc1)N1CCN(C(=O)C2CC2)CC1 | 0 | 2 | 7 | nt | -3.1 | -8 | 0.0 | 1
CO[C@@H]1CN(C)C(=O)c2cc(NS(C)(=O)=O)ccc2OC[C@@H](C)N(C)C[C@@H]1C | -2 | 2 | 7 | -8 | -2.3 | -5 | 0.1 | -6
CCNS(=O)(=O)c1ccc(Br)c(C(=O)OC(C)C(=O)NCC2CCCCC2)c1 (stereo not given) | 6 | 1 | -10 | -7 | -3.3 | 6 | 0.3 | -34
O=C(NCCN=C1NS(=O)(=O)c2ccccc21)c1ccco1 | -2 | 5 | -7 | -3 | -0.7 | -6 | nt | 15
CC(=O)C1=C(O)C(=O)N(Cc2ccco2)C1c1ccc(F)cc1 (stereo not given) | 1 | -16 | 9 | -2 | nt | -3 | nt | -13
CCCCn1c(N)c(N(Cc2ccccc2OC)C(=O)c2sccc2C)c(=O)[nH]c1=O | 4 | -3 | nt | nt | 1.7 | nt | -0.1 | 21
CCOC(=O)c1c(NC(=O)COc2ccccc2F)sc2c1CC(C)(C)NC2(C)C | 1 | -9 | -1 | 0 | 0.9 | -9 | -0.1 | 24
Cc1c(C(=O)OC/C(O)=C(\C#N)c2nc3ccccc3[nH]2)oc2ccccc12 | 2 | -36 | -4 | -7 | -0.9 | nt | 0.9 | 16
COc1ccc(Cc2nc3ccc(C(=O)NCc4cccc(C)n4)cc3o2)cc1OC | 2 | -9 | 5 | nt | 0.7 | -1 | 0.1 | 26
CC(=O)OC1c2ccccc2C(=O)N1Cc1ccccc1 (stereo not given) | 7 | -5 | 4 | -4 | -1.7 | -5 | 0.0 | -7
C[C@H](O)C#Cc1ccc2c(c1)O[C@H](CN(C)C(=O)c1ccncc1)[C@@H](C)CN([C@H](C)CO)S2(=O)=O | nt | nt | -7 | -10 | -1.6 | -2 | -0.1 | 2
O=c1[nH]cc(C(F)(F)F)cc1NS(=O)(=O)c1ccc([N+](=O)[O-])cc1 | 7 | -5 | nt | -5 | -1.0 | nt | 0.5 | -2
O=C(Nc1cc(S(=O)(=O)N2CCOCC2)ccc1N1CCOCC1)c1cccc(Cl)c1 | 2 | 6 | -2 | nt | -1.3 | -3 | 0.0 | -10
CCOc1ccc2c(c1)C(=NNC(=O)c1ccccn1)c1cc(OCC)ccc1-2 | -6 | -3 | nt | -1 | -0.8 | nt | 0.0 | 30
COC(=O)C1=C(CN2CCCc3ccccc32)NC(=O)NC1c1ccc(F)cc1 (stereo not given) | nt | nt | -7 | -4 | nt | -78 | nt | -9
COc1cc(/C=C2\SC(=S)N(c3cccnc3)C2=O)ccc1O | -5 | -106 | nt | -2 | 1.3 | nt | 0.1 | -3
CCOc1ccc(-c2cc(CCCC(=O)NCCc3ccc(OC)c(OC)c3OC)no2)cc1 | nt | nt | -16 | -4 | nt | -42 | nt | -17
COc1ccc(-c2csc(NC(=O)CSc3nnnn3C)n2)cc1OC | -1 | -9 | nt | 0 | 3.1 | nt | 0.3 | 14
CN(c1ccc(F)cc1)S(=O)(=O)c1ccc(Cl)c(C(=O)Nc2ccc3c(c2)CCC3)c1 | 0 | -22 | 0 | 6 | 0.1 | nt | 0.0 | -8
O=C(O)C12C3CCC(O3)C1(C(=O)O)C1CCC2O1 (stereo not given) | 0 | -12 | nt | 3 | -1.0 | nt | 0.3 | 25
CCCn1nnnc1NC(=O)c1cc(Br)ccc1OC | 1 | -8 | nt | 0 | 2.3 | nt | 0.1 | 0
C[C@@H]1CN([C@H](C)CO)C(=O)c2cc(NC(=O)NC3CCCCC3)ccc2O[C@@H](C)CCCCO[C@@H]1CN(C)C(=O)CCC(F)(F)F | 1 | 3 | -6 | -7 | -0.2 | 1 | 0.0 | -5
CCCC(C(=O)NC(C)(C)CC)N(CC1CCCO1)C(=O)CNS(=O)(=O)c1ccc(F)cc1 (stereo not given) | 0 | 8 | -4 | -5 | -1.4 | -5 | -0.1 | -1
Cc1cc(N/N=C/c2ccc(Cl)cc2Cl)nc(NCc2ccccc2)n1 | 1 | -29 | nt | -19 | 5.9 | nt | -0.1 | nt
C[C@@H]1CN([C@@H](C)CO)C(=O)c2cc(NC(=O)c3ccncc3)ccc2O[C@@H](C)CCCCO[C@H]1CN(C)C(=O)CCCN(C)C | nt | nt | 1 | -12 | -2.0 | -2 | 0.0 | 19
CCCCC(=O)NC(NC(=S)N1CCOCC1)C(Cl)(Cl)Cl (stereo not given) | -2 | -14 | 5 | -3 | nt | -4 | nt | -5
COc1ccc(C(=O)COC(=O)C2CC3CCCC(C2)C3=O)cc1Br (stereo not given) | -1 | -4 | 2 | -3 | -1.2 | 1 | 0.4 | 58*
CCN1CCN(C(=S)Nc2ccc(C(C)=O)cc2)CC1 | nt | -4 | 6 | -7 | -1.4 | 1 | 0.0 | 8
COCCn1c(=O)[nH]c2cc(C(=O)Nc3nnc(C)s3)ccc21 | 3 | -7 | 3 | 6 | -1.1 | 1 | 0.0 | 15
CCc1ccc(NC(=O)Nc2ccncc2)cc1 | -1 | -10 | -1 | nt | 2.0 | 20 | 0.2 | -2
C[C@H](CO)N1C[C@H](C)[C@@H](CN(C)S(C)(=O)=O)OCCCC[C@H](C)Oc2ccc(NC(=O)CCC(F)(F)F)cc2C1=O | nt | nt | nt | nt | 0.5 | -3 | 0.2 | 12
O=C(NCc1cccnc1)NC1CC(=O)N(c2ccc3c(c2)OCCO3)C1 (stereo not given) | nt | -14 | -1 | 4 | -0.9 | -1 | 0.0 | 9
Oc1ccccc1/C=N/NC(=S)NC1CC2CCC1C2 (stereo not given) | -3 | -13 | -2 | 43 | -2.6 | 66* | 0.2 | nt
CC(C)NC(=O)N(C)C[C@H]1Oc2ccc(NC(=O)C3CC3)cc2C(=O)N([C@H](C)CO)C[C@@H]1C | 1&-1 | -9&-7 | -3&7 | 2&25 | -2.0&-1.1 | -3&-6 | -1.3&0.1 | -7
CS(=O)(=O)Nc1ccc2c(c1)[C@H]1C[C@@H](CC(=O)NCc3ccccc3)O[C@@H](CO)[C@H]1O2 | 0 | -3 | -2 | -12 | -0.7 | 2 | 0.0 | 1
Cc1noc(C)c1NC(=O)N(C)C[C@H]1Oc2c(NC(=O)Nc3ccc(F)cc3)cccc2C(=O)N([C@H](C)CO)C[C@H]1C | -4 | -5 | -2 | -6 | 0.6 | 0 | 0.1 | 6
Cc1ccc(NC(=O)C2CC(=O)Nc3nncn32)cc1 (stereo not given) | 0 | -21 | nt | 1 | -0.6 | nt | 0.1 | 13
CCOc1ccc(C(=O)CCC(=O)NC2=NCCS2)cc1 | 1 | -108 | -1 | -3 | 1.1 | -7 | 0.0 | 8
Cc1ccc(Nc2nnc(SCC(=O)N(C)C3CCS(=O)(=O)C3)s2)cc1 (stereo not given) | 0 | -7 | -2 | 33 | 4.1 | 3 | 0.1 | -6
O=C(NC1CCCC1)N1CC2(C1)[C@@H](c1ccccc1)[C@@H](CO)N2CC1CCOCC1 | 0 | -12 | nt | nt | -0.6 | nt | 0.3 | 17
N#CC(C(=O)c1ccccc1Cl)=C1SCCCS1 | nt | -38 | 14 | -4 | -0.2 | nt | 0.0 | -12
Cc1cccc(/C=N/NC(=O)NC2CCCCC2)c1 | -1 | 3 | 7 | 2 | 2.3 | 22 | 0.0 | -1
Cc1cc(C)n2nc(S(=O)(=O)NCCc3ccccc3)nc2n1 | -2 | -9 | -5 | nt | 0.8 | -5 | 0.2 | -9
COc1cc2[nH]c(=S)n(NC(=O)c3ccccc3)c(=O)c2cc1OC | nt | nt | 5 | -6 | nt | 0 | nt | -2
Cc1ccc(S(=O)(=O)Nc2ccc3c(c2)C(=O)N([C@H](C)CO)C[C@@H](C)[C@H](CN(C)S(=O)(=O)c2ccc(Cl)cc2)OCCCC[C@@H](C)O3)cc1 | nt | nt | 10 | -4 | -1.2 | 3 | 0.1 | -8
CC1(C(=O)NC2CCCC2)CCC(=O)N1C1CCN(Cc2ccccc2)CC1 (stereo not given) | 2 | -8 | -5 | nt | -0.8 | -7 | 0.3 | -5
COc1cc(OC)c(NC2=CC(=O)C(=O)c3ccccc32)cc1Cl | 1 | -7 | -12 | 7 | 4.8 | -12 | 0.4 | -31

Compound profiles, as listed above:
`O=C(O)CCCN1C(=O)/C(=C\c2ccc(-c3nc4ccccc4s3)o2)SC1=S` in the list: ERAP1 HTS inh: nt; RAD52 anneal inh: i; RAD54 inh: 0; ARNT TACC3 PPI: -1; CFTR F508del cor: -2.7; esBAF inh: nt; XiGFP reactiv: -0.1; GSIS activator: -24
`C#CCNC(=O)C[C@@H]1C[C@@]2(C(=O)OC)CCCCC=C2N(Cc2ccc3c(c2)OCO3)C1=O` in the list: ERAP1 HTS inh: -2; RAD52 anneal inh: -7; RAD54 inh: nt; ARNT TACC3 PPI: nt; CFTR F508del cor: -3.9; esBAF inh: nt; XiGFP reactiv: 0.4; GSIS activator: nt

Screening data deposited in PubChem BioAssay by Broad Institute.
